# FadD28 binding = M. tuberculosis FadD28 bisubstrate binding inhibition. FadD28 bisubstrate probe binding, fluorescence polarization. inhibition, % at 12.5 µM. 360,000 tested, 0.22% active; in the data active = inhibition above about 8.5%, passing the limit was not always enough
# CCHF vOTU inh = CCHFV vOTU protease inhibition; Pep-AMC fluorescence; inhibition, % at 11.5 µM; 370,000 tested, 0.55% active; AID 651958; note: 0% = vehicle wells with enzyme and 100% = no enzyme wells
# GDH-TPI inh = inhibits GDH-TPI coupling enzymes, artifact for Mtb FBA screen. GDH-TPI coupled enzyme counterscreen, NADH absorbance. inhibition, % at 4.8 µM. 360,000 tested, 1.2% active. AID 588335;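 note: 0% = DMSO wells and 100% = wells lacking the enzyme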
# BioA inh = blocks M. tuberculosis BioA enzyme activity | purified M. tuberculosis BioA enzyme, plate reader | inhibition, % at 9.99 µM | 360,000 tested, 0.096% active | AID 602481; in the data active = inhibition above about 40%
# BoNT F protease = BoNT F light chain protease inhibition. inhibition, % at 10 µM. 360,000 tested, 0.22% active. AID 588497. Multiplex microsphere protease cleavage assay, flow cytometry; in the data active = inhibition above about 35%, passing the limit was not always enough; note: plate controls were buffer without enzyme for full effect and enzyme alone for no effect
# Mtb UGM inh = Mtb UDP-galactopyranose mutase inhibition; purified UGM, fluorescence polarization probe displacement; inhibition, % at 10 µM; 320,000 tested, 0.06% active; in the data active = inhibition above about 10%, passing the limit was not always enough
# Target sequence (P9WIQ1 whole entry, looked up): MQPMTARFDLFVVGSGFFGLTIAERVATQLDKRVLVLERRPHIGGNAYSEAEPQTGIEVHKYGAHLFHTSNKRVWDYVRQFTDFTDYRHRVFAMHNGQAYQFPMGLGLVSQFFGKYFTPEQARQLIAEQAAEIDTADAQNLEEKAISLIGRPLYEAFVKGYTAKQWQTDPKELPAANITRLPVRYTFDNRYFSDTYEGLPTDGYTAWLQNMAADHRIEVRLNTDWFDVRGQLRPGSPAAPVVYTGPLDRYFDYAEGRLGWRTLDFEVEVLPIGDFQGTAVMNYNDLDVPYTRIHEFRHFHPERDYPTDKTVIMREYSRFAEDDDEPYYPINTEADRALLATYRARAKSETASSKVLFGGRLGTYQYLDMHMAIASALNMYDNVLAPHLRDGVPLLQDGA
# FBA Mtb inh = inhibits M. tuberculosis FBA enzyme. P9WQA3. purified M. tuberculosis FBA, fluorescence read-out. inhibition, % at 1 µM. 360,000 tested, 2.3% active. AID 588726; in the data active = inhibition above about 27%;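 note: 0% = vehicle and 100% = reference inhibitor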
# Target sequence (P9WQA3 whole entry, looked up): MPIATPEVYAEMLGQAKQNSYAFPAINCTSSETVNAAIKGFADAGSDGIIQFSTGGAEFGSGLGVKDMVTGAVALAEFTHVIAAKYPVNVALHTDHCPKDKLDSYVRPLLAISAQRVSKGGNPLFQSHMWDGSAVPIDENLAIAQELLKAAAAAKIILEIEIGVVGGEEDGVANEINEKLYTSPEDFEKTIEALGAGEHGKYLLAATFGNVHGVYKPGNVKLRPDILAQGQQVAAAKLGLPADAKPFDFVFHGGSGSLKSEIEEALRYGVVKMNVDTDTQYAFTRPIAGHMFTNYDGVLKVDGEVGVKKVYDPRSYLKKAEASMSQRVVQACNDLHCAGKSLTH
# VHR inh abs = blocks human VHR1 dual specificity phosphatase; recombinant VHR phosphatase, pNPP absorbance; inhibition, % at 13.3 µM; 290,000 tested, 0.52% active; in the data active = inhibition above about 50%; note: some compounds called inactive have numbers as strong as hits
# Target sequence (P51452 whole entry, looked up): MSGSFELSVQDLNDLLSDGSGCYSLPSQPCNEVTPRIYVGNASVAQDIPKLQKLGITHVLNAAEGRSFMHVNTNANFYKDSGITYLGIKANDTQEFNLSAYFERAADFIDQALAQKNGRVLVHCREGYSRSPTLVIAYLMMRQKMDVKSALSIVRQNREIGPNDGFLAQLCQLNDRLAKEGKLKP
# Rv3671c inh = inhibits the M. tuberculosis serine protease Rv3671c; 320,000 tested, 0.048% active; inhibition, % at 5.96 µM; AID 2606; in the data active = inhibition above about 38%;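 note: extracellular domain of Rv3671c used as enzyme; 0% = enzyme with DMSO and 100% = no enzyme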
# MazF activator = MazEF (E. coli) toxin RNase activation; FAM/BHQ RNA-DNA oligo cleavage fluorescence, 5 h; activation, % at 20 µM; AID 504720; 350,000 tested, 0.32% active; in the data active = activation above about 50%
# Target sequence (P0AE70 whole entry, looked up): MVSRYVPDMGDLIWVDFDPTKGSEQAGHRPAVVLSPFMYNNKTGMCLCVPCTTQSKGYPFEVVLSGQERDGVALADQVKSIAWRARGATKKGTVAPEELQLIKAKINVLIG
# Starred values were filed as active, the others as inactive; · = not tested or not shown; + = active, no number. Cut-off read from the data, not from the text of the source, unless noted: active = inhibition above about 30%; inactive = the rest. Rows were taken by chance. Share with any hit: about 4.9%.
SMILES	FadD28 binding	CCHF vOTU inh	GDH-TPI inh	BioA inh	BoNT F protease	Mtb UGM inh	FBA Mtb inh	VHR inh abs	Rv3671c inh	MazF activator
Cc1ccc(S(=O)(=O)c2c(N)n(CC3CCOC3)c3nc4ccccc4nc23)cc1 (stereo not given)	-5.1	-154	22	-2.2	-14	-0.1	+	-4	-4	-6
O=C1CC(N2CCCN(C3CC(=O)N(c4ccc(F)cc4)C3=O)CC2)C(=O)N1c1ccc(F)cc1 (stereo not given)	-0.2	-2	4	-1.8	0	-2.2	0	5	8	7
CC(C)C[C@H](NC(=O)c1nc[nH]c1C(=O)N1CCN(c2ccccc2)CC1)C(=O)OCc1ccccc1	-0.7	13	12	-0.8	-3	0.0	3	22	1	-4
CCOC(=O)c1ccc(NC(=O)CC2SC3=NCCN3C2=O)cc1 (stereo not given)	0.4	-1	8	·	-1	3.1	1	5	3	2
O=C(CSc1nc2ccccc2[nH]1)NCCN1CCCCC1	-3.5	0	1	0.6	-3	1.0	0	119	1	-5
Cc1sc2ncnc(N=Nc3c(O)[nH]c4ccccc34)c2c1C	-3.7	0	-9	-0.4	2	·	-1	5	-15	22
CCCN(S(=O)(=O)c1ccc(OCC)cc1)S(=O)(=O)c1cccs1	-1.2	8	1	-2.5	-9	-1.8	1	-11	2	-5
CN(CCc1cnn(C)c1)Cc1nc(Cc2ccccc2)no1	-4.4	-11	5	-0.4	-1	-4.7	10	22	5	15
Oc1c(N=Nc2ccc(F)cc2)ccc2ccccc12	-0.5	0	16	-2.0	-19	1.3	-2	10	-12	-10
CC(C)Oc1ccc(CN2CCC2(C)C(=O)Nc2ccc(Cl)c(Cl)c2)cc1 (stereo not given)	-5.0	21	-3	-0.5	1	·	-4	·	·	·
CCC(=O)OCCNc1cc(SCCC(=O)OC)c2nonc2c1[N+](=O)[O-]	0.8	6	14	·	2	-0.9	-5	13	-6	-3
CCOC(=O)Cn1cnc2c(cnn2-c2ccc(Cl)cc2)c1=O	0.1	-6	3	1.7	2	1.3	1	15	1	10
CCn1nc(C(=O)OCC(=O)c2c[nH]c3ccccc23)c2ccccc2c1=O	-5.1	-6	-8	·	-18	1.8	0	7	-20	5
O=C(NCCc1ccc(F)cc1)c1ccc(S(=O)(=O)N2CCCCC2)cc1	-4.8	-6	2	-0.7	1	·	-1	·	·	-2
Nc1cc(=O)[nH]c(SCCNS(=O)(=O)c2ccccc2)n1	-3.1	2	13	0.5	-11	-2.4	3	-6	-6	3
S=c1[nH]nc(-c2cc(-c3ccco3)[nH]n2)n1-c1ccccc1	-0.3	-2	-2	·	16	0.0	-3	16	1	-16
Cc1ccc[n+](CC2OCc3ccccc3CO2)c1	-0.9	6	-1	·	-5	-0.6	-3	30	-1	0
Cn1cnnc1SCc1ccccc1[N+](=O)[O-]	-1.3	-8	0	11	-6	-1.4	1	12	1	1
Cc1ccccc1CS(=O)(=O)CCC(=O)N1CCN(c2ccc(N3CCOCC3)nn2)CC1	-0.7	-47	0	·	-3	-0.2	35*	-2	0	4
CC(=O)N=c1sc2ccccc2n1C	-2.3	-6	4	·	-2	3.4	-1	12	5	-13

# Continued.
SMILES	FadD28 binding	CCHF vOTU inh	GDH-TPI inh	BioA inh	BoNT F protease	Mtb UGM inh	FBA Mtb inh	VHR inh abs	Rv3671c inh	MazF activator
CCOc1ccc(-c2nn(-c3ccccc3)cc2/C=C2\SC(N)=NC2=O)cc1C	-3.1	0	1	-1.4	2	0.2	4	16	-15	-5
CCC(C(=O)Nc1ccccc1C(=O)N1CCOCC1)N1C(=O)c2ccccc2C1=O (stereo not given)	0.7	4	-1	-0.8	0	2.7	4	0	-1	2
Cc1cc(NC(=O)c2cc([N+](=O)[O-])cc([N+](=O)[O-])c2C)no1	-0.4	12	-1	·	0	-2.2	-2	0	19	6
O=C(CSc1cc(Cl)ccc1Cl)NCC(=O)Nc1ccc(F)c(F)c1F	-3.9	9	-1	·	-4	-6.8	-5	13	-10	0
S=C(NNc1ccc2ccccc2c1)NC1CCCCC1	-0.7	-6	9	-2.2	-18	-1.7	3	13	-3	18
Cn1cc(S(=O)(=O)NCc2ccc3c(c2)OCO3)c(C(F)(F)F)n1	-1.7	-5	-1	-1.4	-1	3.9	-3	-14	-3	0
CC(Oc1ccccc1)C(=O)N1CCC2(CC1)Oc1ccc(F)cc1C(=O)C21CC(c2ccccc2)=NO1 (stereo not given)	-3.9	5	6	-1.2	-2	-0.6	-3	·	-10	-1
COC1CCC(OC2CC(C3(C)CCC4(CC(O)C(C)C(C(C)/C=C(\C)C(=O)C(C)CC(C)C(=O)O)O4)O3)OC3(OC(C4OC(O)(CO)C(C)CC4C)CC3C)C2C)OC1C (stereo not given)	3.0	10	-3	·	-6	·	3	·	·	6
CC(C)Nc1nc(N(c2ccccc2)c2ccccc2)nc(-n2ccnc2)n1	-0.8	2	-2	-0.9	-14	0.8	0	17	-5	5
Cc1cc(/C=C2\C(=O)NC(=O)N(c3ccc(Br)cc3)C2=O)c(C)n1C	-0.8	1	6	-1.4	-4	-6.6	0	-2	-19	87*
CCN(Cc1cccs1)C(=O)CN1C(=O)NC2(CCCc3ccccc32)C1=O (stereo not given)	-0.2	1	3	-2.6	-11	3.6	3	·	2	5
COc1ccc(C(=O)CC2OC(=O)c3c2ccc(OC)c3OC)cc1 (stereo not given)	-0.3	17	24	3.5	4	2.7	1	0	-7	1
Cc1cccc(NC(=S)NNC(=S)NC2CCCCC2)c1C	-1.6	2	6	·	-8	0.7	2	18	0	-3
Cc1ccc([C@@H]2[C@@H]3C(=O)N(c4ccccc4)C(=O)[C@@H]3[C@]3(C)C(=O)N(Cc4ccccn4)CC(=O)N23)o1	-0.8	7	12	1.3	1	2.9	0	28	-18	-2
O=C(Cn1cc([N+](=O)[O-])ccc1=O)N1CCCc2ccccc21	-0.6	8	10	5.5	-8	2.1	2	·	-5	4
O=C(c1ccco1)N1N=C2CCCCCC2C1(O)C(F)(F)F (stereo not given)	-2.9	1	-6	·	3	-0.3	4	26	15	12
O=C(c1ccc(N2CCCC2)c([N+](=O)[O-])c1)N1CCN(S(=O)(=O)c2ccc(Cl)cc2)CC1	-1.6	-2	3	-1.3	12	1.1	-2	·	2	2
CCCCNC(=O)NNC(=O)COc1cc(C)cc(C)c1	-2.0	6	-8	·	-5	-1.0	0	5	-5	6
COCCC(=O)N1CCC(Oc2ccc(C(=O)NC3Cc4ccccc4C3)cc2)CC1	-3.1	-3	1	-0.1	1	-0.1	2	-8	-1	3
COC(=O)C1=CN(c2ccc(OC)cc2)C=C(C(=O)OC)C1c1ccc(C)c([N+](=O)[O-])c1	-0.8	-8	3	1.6	-3	-1.1	-1	-5	-4	2

# Additional entries follow:
SMILES	FadD28 binding	CCHF vOTU inh	GDH-TPI inh	BioA inh	BoNT F protease	Mtb UGM inh	FBA Mtb inh	VHR inh abs	Rv3671c inh	MazF activator
CCOc1ccc(-c2nn(-c3ccccc3)cc2/C=C(\C#N)S(=O)(=O)c2ccccc2)cc1C	-2.4	-2	-4	-0.6	-6	1.8	2	16	2	-9
Cc1cc2c(cc1S(=O)(=O)N1CCc3ccccc31)NC(=O)CO2	-0.3	-3	3	4.1	0	-3.1	2	29	0	-6
COc1ccc(CC(=O)OCC(=O)Nc2c(C)n(C)n(-c3ccccc3)c2=O)cc1OC	·	-5	-1	0.3	-2	0.3	-1	·	-9	0
CCOc1cc(/C=N/NC(=O)c2ccncc2)ccc1OC(=O)c1ccc([N+](=O)[O-])cc1	0.5	8	25	-1.1	-7	-1.0	0	38	4	2
CC(C)CC(NC(=O)COc1ccccc1)C(=O)O (stereo not given)	-1.3	7	0	·	3	-0.5	1	17	8	0
CS(=O)(=O)NCCSc1nnnn1-c1ccccc1	-4.8	8	-1	-0.3	6	-1.0	1	7	7	1
CC(=O)N1CCN(C(=O)COc2ccc(Br)cc2)CC1	-1.9	8	5	0.0	-9	-1.4	5	-5	-2	6
N/C(Cc1ccc([N+](=O)[O-])cc1)=N\OC(=O)Cc1ccc(Cl)cc1	-9.0	6	-12	-1.1	2	-2.6	-1	14	-9	5
Cc1ccc(C)c(N(CC(=O)NC2CCCCC2)C(=O)c2csnn2)c1	-1.2	-2	-5	9.2	-3	-0.2	-1	30	-1	13
O=[N+]([O-])c1cccnc1C1OCCO1	-2.5	1	-1	-0.8	-9	·	-1	·	·	4
COc1ccc(NC(=O)CN2CCN(CC(=O)Nc3ccc(F)cc3)CC2)c(OC)c1	0.4	-13	7	-0.7	-14	2.2	0	5	1	2
CCOc1ccccc1C(=O)NCC(=O)NCC(C)(C)N1CCOCC1	-1.8	-3	0	-0.4	-11	1.4	3	·	5	2
CCC(C)NCCCOc1c(C)cc(C)cc1Br (stereo not given)	-0.9	0	-2	1.6	0	-1.3	-2	-1	-3	5
COc1ccccc1OCCC(=O)OCC(=O)NC(C)c1ccccc1 (stereo not given)	-0.5	-12	1	·	0	3.6	1	24	-1	-8
O=C(Nc1cc(Br)ccc1O)c1cc(-c2ccccc2)on1	-1.1	-5	-7	-0.5	-6	·	-3	24	·	5
Cc1ccccc1Nc1nc(N)c2ccccc2n1	-2.4	-9	10	-0.4	-6	0.7	7	7	5	5
Cc1ccccc1-c1noc(CNC(=O)c2ccco2)n1	-4.4	15	-3	1.5	-6	0.4	-1	26	3	4
O=C(NCCNc1ccc([N+](=O)[O-])cc1C(F)(F)F)c1ccc(F)cc1	-1.0	4	4	·	4	-1.4	2	-4	-4	10
CCOc1ccc(C(=O)Nc2ccccc2OC(F)F)cc1	-3.2	-3	9	-1.0	-5	2.8	1	8	0	6
COc1ccc(S(=O)(=O)N2CCSC2)cc1C	-1.6	-6	8	-3.9	-6	-1.1	0	18	9	1

# Another view of part of the listing above:
compound: Cc1ccc(C)c(N(CC(=O)NC2CCCCC2)C(=O)c2csnn2)c1
  FadD28 binding: -1.2	CCHF vOTU inh: -2	GDH-TPI inh: -5	BioA inh: 9.2	BoNT F protease: -3	Mtb UGM inh: -0.2	FBA Mtb inh: -1	VHR inh abs: 30	Rv3671c inh: -1	MazF activator: 13
compound: O=[N+]([O-])c1cccnc1C1OCCO1
  FadD28 binding: -2.5	CCHF vOTU inh: 1	GDH-TPI inh: -1	BioA inh: -0.8	BoNT F protease: -9	Mtb UGM inh: ·	FBA Mtb inh: -1	VHR inh abs: ·	Rv3671c inh: ·	MazF activator: 4
compound: COc1ccc(NC(=O)CN2CCN(CC(=O)Nc3ccc(F)cc3)CC2)c(OC)c1
  FadD28 binding: 0.4	CCHF vOTU inh: -13	GDH-TPI inh: 7	BioA inh: -0.7	BoNT F protease: -14	Mtb UGM inh: 2.2	FBA Mtb inh: 0	VHR inh abs: 5	Rv3671c inh: 1	MazF activator: 2
compound: CCOc1ccccc1C(=O)NCC(=O)NCC(C)(C)N1CCOCC1
  FadD28 binding: -1.8	CCHF vOTU inh: -3	GDH-TPI inh: 0	BioA inh: -0.4	BoNT F protease: -11	Mtb UGM inh: 1.4	FBA Mtb inh: 3	VHR inh abs: ·	Rv3671c inh: 5	MazF activator: 2

# The results go on:
SMILES	FadD28 binding	CCHF vOTU inh	GDH-TPI inh	BioA inh	BoNT F protease	Mtb UGM inh	FBA Mtb inh	VHR inh abs	Rv3671c inh	MazF activator
CCOC(=O)[C@H]1[C@H]2COc3ccc(Br)cc3[C@@H]2N2C(=O)CN(Cc3ccc(OC)cc3)C(=O)[C@@]12C	-6.8	-4	4	-0.1	4	0.2	4	·	-10	-2
CCOc1ccccc1OCCCC(=O)Nc1cc(S(=O)(=O)N2CCOCC2)ccc1OC	-3.7	7	2	-1.3	2	-0.2	-2	·	-2	1
O=C(CCC(=O)N1CCN(c2ccccn2)CC1)c1ccc(Cl)s1	-3.1	15	11	10	0	-1.4	-2	·	-1	-6
CCc1csc(CCNC(=O)C2CCC(=O)N(CCOC)C2)n1 (stereo not given)	-1.4	10	3	-1.5	-4	-1.3	-1	35	5	16
CC(=O)C1=C(O)C(=O)N(CCc2c[nH]c3ccccc23)C1c1ccc(O)cc1 (stereo not given)	-2.8	-1	10	·	-1	-1.3	-2	24	-1	5
CC1CCC(NC(=O)C(=O)Nc2ccc3c(c2)OCO3)CC1 (stereo not given)	0.3	3	3	-5.3	-4	-1.5	0	14	-6	-2
O=C(O)/C=C/c1cccc(NS(=O)(=O)c2ccccc2)c1	-4.0	-5	-5	1.1	1	-0.2	0	-2	-6	3
